Screens: PubChem, several laboratories
Hep lipid drop: modulators of hepatic lipid droplet formation; AML12 mouse hepatocytes, oleate lipid droplets, BODIPY imaging; inhibition, % at 6.5 µM; hit rate 0.4% among 240,000; AID 1656;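 active = lipid droplet intensity inhibited by at least 50%, with more than 500 cells counted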
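Material: mouse AML12 hepatocyte cell line, fixed after treatment; Timing: compound with oleate, overnight; Technique: high-content imaging of BODIPY-stained droplets and DAPI nuclei; Probe or stimulus: oleate, 100 µM final; Dosing: compound at 6.5 µM only.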
CSM14.1 death rescue: protection against thapsigargin-triggered cell killing – 384-well, CSM14.1, ATP luminescence, primary screen (AID 1222) | CSM14.1 thapsigargin-induced death rescue, ATP luminescence; higher % means a stronger effect | cellular ATP content (survival), % at 20 µM; hits with a dose series show EC50 in µM | 190,000 tested, under 10 active;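 active = EC50 below 50 µM in the dose-response confirmation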;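 note: death triggered by thapsigargin at about 15 µM added after 2 h compound pretreatment; cell ATP read after overnight thapsigargin exposure of roughly 18 to 22 hours; normalized against plate controls of thapsigargin alone and 5% DMSO vehicle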
Siah-1 displacement: Siah-1 peptide-binding antagonists, primary screen, biochemical, fluorescence polarization, rhodamine-plectin, uHTS (AID 1817) | Siah-1 / rhodamine-plectin peptide fluorescence polarization; higher % means a stronger effect | displacement, % at 20 µM, or IC50 in µM where a hit was titrated | hit rate 0.02% among 290,000;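 active = displacement of at least 50% at 20 µM, with a fluorescence ratio check between 0.3 and a set limit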;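 note: plate controls were Siah plus tracer with DMSO for no effect and tracer alone without Siah for full effect; strong numbers were not always called active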
AID2073: disruptors of CaV2.2 binding to Mint1 – biochemical, HTRF (AID 2073) | HTRF protein-protein interaction, Mint1-CaV2.2; higher % means a stronger effect | hit rate 0.19% among 290,000 | inhibition, % at 20 µM, or IC50 in µM where a hit was titrated; in the data active = inhibition mostly above about 51%, no sharp cut-off; note: some results filed as inactive read as strong as hits
P. falciparum M1AAP: malaria alanyl aminopeptidase activity blockers – biochemical, fluorogenic H-Leu-NHMec substrate, 1536-well (AID 1445) | recombinant M1AAP, H-Leu-NHMec fluorogenic kinetic assay; higher % means a stronger effect | inhibition, % at 30 µM; hits with a dose series show IC50 in µM | hit rate 0.42% among 220,000;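 active = primary inhibition above the hit cutoff, then over 50% inhibition at one or more dose response concentrations, cut at about 23% in these data, passing the limit was not always enough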;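 note: plate controls were DMSO full reaction for no effect and no enzyme background for full effect; strong numbers were not always called active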
HEK293 NOD2/NF-kB: inhibition of NOD2-driven NF-kB reporter – cell-based, luminescence, uHTS, HEK293 (AID 1566). one-dose inhibition, % at 4 µM; EC50 in µM for titrated hits. hit rate 0.63% among 290,000. HEK293 NOD2/NF-kB luciferase reporter, luminescence; higher % means a stronger effect; note: many of its hits are not listed in these tables
P. falciparum M17LAP: P. falciparum M17LAP inhibitors, primary screen, biochemical, fluorogenic H-Leu-NHMec substrate, 1536-well (AID 1619). recombinant M17LAP, H-Leu-NHMec fluorogenic kinetic assay; higher % means a stronger effect. inhibition, % at 30 µM; hits with a dose series show IC50 in µM. hit rate 0.38% among 220,000;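 active = compound inhibiting the enzyme by more than half at any dose during confirmatory dose-response retesting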;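 note: plate controls were full reaction with DMSO carrier for no effect and no enzyme background for full effect; strong numbers were not always called active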
LYP phosphatase: PTPN22 lymphoid phosphatase activity blockers – biochemical, fluorescence intensity, uHTS (AID 1779). recombinant LYP phosphatase, fluorescence intensity; higher % means a stronger effect. inhibition, % at 11.5 µM, or IC50 in µM where a hit was titrated. hit rate 0.054% among 290,000;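 note: plate controls were vehicle with enzyme for no effect and no enzyme for full effect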
XIAP antagonists: small molecules displacing peptide from XIAP – biochemical, IAP family, fluorescence polarization (AID 1018). XIAP BIR domain, fluorescence polarization peptide displacement; higher % means a stronger effect. displacement, % at 20 µM, or IC50 in µM where a hit was titrated. hit rate 0.007% among 200,000; in the data active = displacement above about 50%; note: a part of the inactive calls stands beside numbers as strong as those of hits
Hep lipid drop cells 6.5 µM: second read-out of Hep lipid drop, no call of its own (marks repeat the call); cell count; measured here: cell count, cytotoxicity flag;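 cells counted across two imaged fields per well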
The depositor's hits bear a star; . = no result given. Cut-off read from the data, not from the text of the source, unless noted: active = inhibition above about 50%; inactive = the rest.

The line under a structure holds: Hep lipid drop | Hep lipid drop cells 6.5 µM | CSM14.1 death rescue | Siah-1 displacement | AID2073 | P. falciparum M1AAP | HEK293 NOD2/NF-kB | P. falciparum M17LAP | LYP phosphatase | XIAP antagonists
COc1ccc(Br)cc1S(=O)(=O)Nc1ncccc1C
→ 0 | 705 | -1.4% | 0% | 0% | 6% | -9% | 17% | 2% | -3.0%
CCOc1ccccc1N1CCN(C(=O)c2cc(-c3cccnc3)nc3c(Cl)cccc23)CC1
→ -5 | 768 | . | 6% | 12% | . | -6% | . | 6% | .
COc1ccccc1CN1CC(C(=O)N(C)Cc2nc(C)cs2)CCC1=O (stereo not drawn)
→ -4 | 700 | . | 1% | 12% | . | -3% | . | -2% | .
Cc1ccc(C2=Nc3c(ccc4ccccc34)C(c3ccncc3)=NN2)cc1
→ 4 | 712 | -4.4% | -2% | 14% | . | 30% | . | 5% | -1.1%
CCSc1nnc(NC(=O)CSc2nc3c(c(=O)n2CC)SC(C)C3)s1 (stereo not drawn)
→ . | . | -2.1% | -1% | -2% | -3% | 16% | 6% | 1% | -8.8%
CCOC(=O)[C@H]1CCC[C@@H](NS(=O)(=O)c2ccc(NC(C)=O)cc2)C1
→ . | . | 2.5% | 1% | 3% | -4% | 5% | -13% | -10% | -1.2%
CCOc1ccc(NC(=O)CCC(=O)NNC(=O)c2ccco2)cc1
→ 17 | 648 | -0.8% | 3% | 0% | 7% | 7% | 3% | 0% | -1.2%
CCOCCCNC(=O)c1cc2c(s1)-c1ccccc1SC2
→ -1 | 828 | . | 2% | 0% | . | -1% | . | -2% | .
CN(C(=S)NC1=CCS(=O)(=O)C1)C1CCCCC1
→ -11 | 755 | -1.0% | -5% | 9% | 3% | -20% | 4% | -5% | -2.9%
CCC(=O)Nc1cc(C(F)(F)F)ccc1N1CCCC1
→ 14 | 695 | -1.8% | 3% | 10% | 2% | 14% | -9% | 1% | -5.7%

Next section:
The line under a structure holds: Hep lipid drop | Hep lipid drop cells 6.5 µM | CSM14.1 death rescue | Siah-1 displacement | AID2073 | P. falciparum M1AAP | HEK293 NOD2/NF-kB | P. falciparum M17LAP | LYP phosphatase | XIAP antagonists
COc1nc(OC)nc(Oc2ccc(Cl)cc2[N+](=O)[O-])n1
→ 4 | 680 | -2.1% | -1% | -2% | 16% | 10% | -8% | -7% | -5.4%
Cc1cccc(N/C=C/c2onc(C)c2[N+](=O)[O-])c1
→ -8 | 800 | 3.2% | 2% | 6% | 7% | -102% | 1% | 1% | -7.2%
CCOc1ccc(NC(=O)c2nn(-c3ccc(OC)cc3OC)c(=O)c3ccccc23)cc1
→ -4 | 739 | 0.9% | 0% | 2% | 1% | 12% | -8% | -1% | -7.0%
C/C=C/c1ccc(Oc2nnnn2-c2ccc(C(N)=O)cc2)c(OC)c1
→ -15 | 670 | . | 0% | -4% | 1% | 3% | -12% | 2% | 0.7%
CC(C)C(=O)N1CCN(c2ccc(NC(=O)c3ccc([N+](=O)[O-])o3)cc2)CC1
→ -21 | 605 | -5.7% | 0% | -4% | 6% | 3% | 17% | 0% | -5.4%
O=C(c1ccccc1)C1C(=O)c2ccccc2C1=O
→ . | . | -1.0% | 1% | 11% | 17% | 12% | 26% | -6% | -0.3%
C[C@H](NC(=O)C1CC(=O)N(c2ccc3c(c2)OCO3)C1)C(=O)NC1CCCCC1 (stereo partly drawn)
→ -9 | 789 | . | 3% | -2% | . | 13% | . | -10% | .
CCN1CCN(C(=S)Nc2ccc3nc(N4CCN(CC)CC4)cc(C)c3c2)CC1
→ 19 | 588 | -1.9% | -2% | -13% | 5% | 19% | -1% | -8% | -0.7%
O=C(CN1C(=O)NC2(CCCC2)C1=O)NCC1CCCO1 (stereo not drawn)
→ 24 | 684 | 1.1% | -3% | -13% | 16% | 12% | 6% | -6% | -7.9%
O=C(NC(O)C(=O)c1ccc(F)cc1)c1ccc(F)cc1 (stereo not drawn)
→ 3 | 794 | . | -2% | 6% | . | 14% | . | -11% | .

(cont.)
The line under a structure holds: Hep lipid drop | Hep lipid drop cells 6.5 µM | CSM14.1 death rescue | Siah-1 displacement | AID2073 | P. falciparum M1AAP | HEK293 NOD2/NF-kB | P. falciparum M17LAP | LYP phosphatase | XIAP antagonists
Cc1ccccc1-c1noc(N)c1C#N
→ -33 | 546 | 0.5% | -6% | 6% | 10% | -3% | 0% | -1% | -8.7%
O=C(NCc1ccco1)c1ccc(N2CCCCC2)c([N+](=O)[O-])c1
→ -7 | 686 | 2.3% | 0% | 0% | 5% | -10% | 12% | 1% | -17%
NC(=O)C1CCN(C(=O)c2ccc(-c3ccccc3)cc2)CC1
→ 5 | 776 | -2.5% | 0% | 4% | -1% | 2% | 3% | -8% | -5.1%
O=C(Nc1ccc(CN2CCOCC2)cc1)c1cccc(F)c1
→ -2 | 672 | -4.1% | 4% | 0% | 7% | -60% | 1% | 2% | -5.4%
COCCCNC(=O)Cn1cc(C(=O)C2CC2)c2ccccc21
→ . | . | 1.1% | 5% | -2% | 1% | -7% | 6% | -2% | -4.4%
Cc1cccc(-c2nc(C#N)c(N3CCC(C)CC3)o2)c1
→ -10 | 820 | . | -1% | 16% | . | -5% | . | 0% | .
Cc1cc(C(=O)NNC(=S)NCC(C)C)no1
→ . | . | -1.3% | -2% | -42% | -3% | 0% | -8% | -4% | 0.5%
O=C(NNC1=Nc2cc([N+](=O)[O-])ccc2OC1)c1ccccc1Cl
→ 1 | 716 | . | 14% | 2% | -4% | 24% | -3% | -2% | .
O=C(c1ccccc1)c1ccc(OCC(O)CNCc2ccc(F)cc2)cc1 (stereo not drawn)
→ -21 | 705 | . | 0% | 17% | . | -14% | . | -6% | .
C/C(=N\S(=O)(=O)c1ccc(C)cc1)N1CCN(S(=O)(=O)c2ccccc2)C1
→ . | . | -1.3% | -5% | 2% | 5% | 5% | -7% | -12% | -8.8%

Other results
The line under a structure holds: Hep lipid drop | Hep lipid drop cells 6.5 µM | CSM14.1 death rescue | Siah-1 displacement | AID2073 | P. falciparum M1AAP | HEK293 NOD2/NF-kB | P. falciparum M17LAP | LYP phosphatase | XIAP antagonists
COc1ccc(C)cc1NS(=O)(=O)c1ccc2c(c1)N(C(C)=O)CCO2
→ 9 | 766 | . | -2% | 10% | . | 15% | . | -8% | .
Cc1nc2cc(Nc3nnc(-c4ccccc4)c4ccccc34)ccc2n1C
→ . | . | -5.7% | -1% | 32% | 8% | -57% | 0% | -4% | -30%
O=C(CN1C(=O)CC(c2ccccc2)S(=O)(=O)c2ccccc21)NC1CCCC1 (stereo not drawn)
→ -28 | 657 | -0.1% | 5% | -6% | -7% | 18% | 8% | -8% | -7.3%
Cc1ccc(C(=O)Oc2cc(N)n(S(=O)(=O)c3ccc(C)cc3)n2)cc1
→ 16 | 719 | . | -3% | -15% | -4% | 10% | 0% | -1% | -3.7%
COc1ccc(NCC(=O)N/N=C(\C)c2cc3ccccc3o2)cc1
→ -5 | 734 | -1.7% | -9% | -7% | 11% | -22% | 5% | -2% | -3.0%
CC1(C)CC(=O)c2cc(O)ccc2O1
→ 2 | 717 | -2.6% | -2% | 10% | 8% | 13% | 17% | -9% | -6.9%
CCN1N=C(c2cc(Cl)sc2Cl)CSC1=O
→ -13 | 779 | -2.2% | 8% | 5% | 4% | 5% | 13% | -13% | 0.0%
CCN(CC)S(=O)(=O)c1ccc(NC(=O)CSc2nnc(-c3ccc(F)cc3)o2)cc1
→ 3 | 758 | -2.4% | -2% | 2% | -2% | 16% | 2% | -6% | -1.2%
COc1ccc(NC(=O)CN2CCC(C)CC2)cc1
→ -4 | 736 | 3.1% | -5% | 8% | 1% | 8% | 32% | -11% | -3.7%
O=C(c1cc2ncc(Br)cn2n1)N1CCOCC1
→ . | . | -1.2% | -3% | -1% | -5% | 3% | -1% | -10% | -2.9%

(continued)
The line under a structure holds: Hep lipid drop | Hep lipid drop cells 6.5 µM | CSM14.1 death rescue | Siah-1 displacement | AID2073 | P. falciparum M1AAP | HEK293 NOD2/NF-kB | P. falciparum M17LAP | LYP phosphatase | XIAP antagonists
COc1ccc(NC(=O)CSc2ncnc3c2cnn3Cc2ccccc2)cc1OC
→ 5 | 716 | 0.1% | 1% | -4% | -1% | 11% | 0% | -4% | -4.6%
CC(NC(=O)COC(=O)C1CCN(c2ccc(C(F)(F)F)cn2)CC1)c1ccc(Br)cc1 (stereo not drawn)
→ 11 | 713 | . | -2% | 0% | . | 10% | . | 0% | .
O=C(NCC1CCN(c2ccc(S(=O)(=O)N3CCOCC3)cc2)CC1)Nc1ccccc1F
→ 2 | 806 | . | 5% | 0% | . | 14% | . | -6% | .
O=[N+]([O-])c1ccc2[nH]c(O)c(N=NC3CCS(=O)(=O)C3)c2c1 (stereo not drawn)
→ -12 | 680 | . | 7% | -15% | 6% | 22% | 6% | -5% | .
CNC(=S)N1CCN(c2nc(-c3ccc(Cl)cc3)cs2)CC1
→ -5 | 789 | . | 3% | 27% | . | 11% | . | -3% | .
Cc1ccc(/C=C2\SC(=S)N(CCC(=O)NNS(=O)(=O)c3ccc(C)cc3)C2=O)cc1
→ 0 | 644 | 1.1% | 8% | 16% | 12% | 14% | 0% | -6% | .
CN(C)Cc1c(C(=O)N/N=C/c2ccco2)nnn1-c1nonc1N
→ 2 | 730 | . | 4% | 6% | . | 12% | . | 4% | .
CC(C)(C)NC(=O)/C(=C\c1ccccc1F)NC(=O)c1ccc([N+](=O)[O-])cc1
→ 3 | 726 | -0.7% | 0% | -4% | 8% | 5% | 8% | -4% | -6.9%

Sorted by heavy-atom count (low to high): part of the list above.
The line under a structure holds: Hep lipid drop | Hep lipid drop cells 6.5 µM | CSM14.1 death rescue | Siah-1 displacement | AID2073 | P. falciparum M1AAP | HEK293 NOD2/NF-kB | P. falciparum M17LAP | LYP phosphatase | XIAP antagonists
CNC(=S)N1CCN(c2nc(-c3ccc(Cl)cc3)cs2)CC1
→ -5 | 789 | . | 3% | 27% | . | 11% | . | -3% | .
CN(C)Cc1c(C(=O)N/N=C/c2ccco2)nnn1-c1nonc1N
→ 2 | 730 | . | 4% | 6% | . | 12% | . | 4% | .
CC(C)(C)NC(=O)/C(=C\c1ccccc1F)NC(=O)c1ccc([N+](=O)[O-])cc1
→ 3 | 726 | -0.7% | 0% | -4% | 8% | 5% | 8% | -4% | -6.9%
COc1ccc(NC(=O)CSc2ncnc3c2cnn3Cc2ccccc2)cc1OC
→ 5 | 716 | 0.1% | 1% | -4% | -1% | 11% | 0% | -4% | -4.6%
CC(NC(=O)COC(=O)C1CCN(c2ccc(C(F)(F)F)cn2)CC1)c1ccc(Br)cc1 (stereo not drawn)
→ 11 | 713 | . | -2% | 0% | . | 10% | . | 0% | .
O=C(NCC1CCN(c2ccc(S(=O)(=O)N3CCOCC3)cc2)CC1)Nc1ccccc1F
→ 2 | 806 | . | 5% | 0% | . | 14% | . | -6% | .

An excerpt (hit frequency here may not be typical).
